MITF TRPM1 HTS = activators of MITF-driven TRPM1 promoter activity in SK-MEL-5 cells; SK-MEL-5 TRPM1-promoter luciferase, 24 h; % of positive control, neutral wells = 0; AID 588334; activation, % at 12.5 µM; 0.75% of 300,000 active;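 active means mean activation of at least 80% with every replicate also reaching 80%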;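 further: 0% = neutral control wells and 100% = parthenolide positive control wells; values of inactives mirror those of a sister screen read the other way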
SR-BI DiI-HDL act = enhances SR-BI lipid uptake from DiI-HDL; CHO ldlA[mSR-BI] cells, DiI-HDL uptake fluorescence, 3 h; 100 = double the neutral-control signal; activation, % at 12.5 µM; 0.096% of 320,000 active; AID 504775;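 active means mean replicate activation of at least 60% and every replicate at or above 60%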;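 further: 0% = median plate neutral-control signal and 100% = twice that signal; values of inactives mirror those of a sister screen read the other way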
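Assay system: LDL receptor-deficient CHO ldlA cells overexpressing murine SR-BI / Medium: BSA-supplemented, HEPES-buffered Ham's F12, pH 7.4 / Probe or stimulus: DiI-labelled HDL at 10 µg/mL final / Timing: compound with DiI-HDL co-incubation, 3 h at 37 °C / Technique: bottom-read cell fluorescence after medium removal, ex 550/em 595 nm / Measure: HDL uptake via cellular fluorescence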
CAL PDZ FP-1 = CAL PDZ (human) peptide binding inhibition; Q9HD26; purified CAL PDZ, TMR-peptide fluorescence polarization, 1 h; inhibition, % at 24.9 µM; 0.92% of 300,000 active; AID 602252;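 active means mean inhibition of at least 30% with at least half of replicates also reaching 30%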;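 further: 0% = DMSO neutral control and 100% = excess unlabeled competitor peptide PRC23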
Wnt act = Wnt/beta-catenin pathway activation; Wnt/beta-catenin reporter cell assay, activator, plate reader; activation, % at 9.35 µM; 1.2% of 300,000 active; AID 743398; in the data active means activation above about 30%, passing the limit was not always enough;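 further: 0% = neutral control wells and 100% = positive control wells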
E coli growth = counter-screen for AddAB inhibitors: E. coli growth inhibition. AID 449728. inhibition, % at 11.9 µM. E. coli V3065 growth, OD600 absorbance, 18 h. 0.27% of 330,000 active;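 active means inhibition above the campaign's mean inhibition across all tested compounds plus 3 SD, cut at about 9.9% in these data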;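 further: uninfected addAB+ strain grown without phage in ampicillin broth; 0% = DMSO wells and 100% = ciprofloxacin 0.95 µg/ml wells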
CAL PDZ FP-2 = human CAL PDZ-peptide interaction inhibition. Q9HD26. purified CAL PDZ, TMR-peptide fluorescence polarization, 1 h. inhibition, % at 20 µM. 0.02% of 330,000 active. AID 504414;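 active means highest replicate inhibition of at least 40%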;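 further: plate controls were DMSO neutral control wells for no effect and unlabeled competitor peptide control wells for full effect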
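System: tagged CAL PDZ domain. Schedule: 1 h room-temperature incubation prior to read. Signal: fluorescence polarization (mP). Measure: percent inhibition from loss of millipolarization.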
Tat transport = E. coli Tat transport inhibition. E. coli MC4100 TorA-mCherry Tat export, fluorescence. inhibition, % at 10 µM. 0.036% of 340,000 active. AID 488895;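 active means mean replicate inhibition at least 50% and at least half of replicates individually reaching 50%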;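 further: exported cargo escapes ClpAP degradation while cytoplasmic cargo is degraded and loses fluorescence; 0% = median of neutral control wells and 100% = median of NaSCN control wells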
SR-BI DiI inh = blocks mouse SR-BI lipid uptake from DiI-HDL. 0.96% of 320,000 active. ldlA[mSR-BI] CHO cells, DiI-HDL uptake fluorescence, 3 h. inhibition, % at 12.5 µM. Q61009;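 active means mean replicate inhibition of at least 70% and a set share of replicates each scoring 70 or more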;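 further: 0% = median of neutral control wells and 100% = median of positive control wells; values of inactives mirror those of a sister screen read the other way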
Target sequence (Q61009 whole entry, looked up): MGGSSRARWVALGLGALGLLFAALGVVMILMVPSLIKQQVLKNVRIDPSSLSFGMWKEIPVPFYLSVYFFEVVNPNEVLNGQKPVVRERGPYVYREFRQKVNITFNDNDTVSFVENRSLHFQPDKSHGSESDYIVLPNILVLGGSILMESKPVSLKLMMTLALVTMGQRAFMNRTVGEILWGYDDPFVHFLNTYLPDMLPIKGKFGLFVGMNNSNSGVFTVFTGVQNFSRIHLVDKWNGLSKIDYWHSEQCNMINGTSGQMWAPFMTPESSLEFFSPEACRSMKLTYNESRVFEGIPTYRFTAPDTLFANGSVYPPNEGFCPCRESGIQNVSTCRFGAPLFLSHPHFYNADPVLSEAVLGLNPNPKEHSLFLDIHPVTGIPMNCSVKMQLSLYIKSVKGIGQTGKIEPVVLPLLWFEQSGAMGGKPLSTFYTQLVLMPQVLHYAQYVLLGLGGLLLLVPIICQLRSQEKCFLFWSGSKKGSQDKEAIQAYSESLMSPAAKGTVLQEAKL
phage Ecoli inh = E. coli growth loss with phage present | inhibition, % at 11.9 µM | growth absorbance | 0.26% of 360,000 active; in the data active means inhibition above about 11%
AddAB inh = less growth of phage-infected E. coli with AddAB | E. coli expressing H. pylori AddAB, absorbance growth | inhibition, % at 11.9 µM | 0.29% of 330,000 active; in the data active means inhibition above about 12%;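 further: 0% = vehicle wells of infected cells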
The depositor's hits bear a star; . = not tested or not shown.

structure,MITF TRPM1 HTS,SR-BI DiI-HDL act,CAL PDZ FP-1,Wnt act,E coli growth,CAL PDZ FP-2,Tat transport,SR-BI DiI inh,phage Ecoli inh,AddAB inh
CC(C)(C)N1CC(C(=O)Nc2ccc(S(=O)(=O)N3CCCCC3)cc2)CC1=O (stereo not drawn),-8,23,1,-2,-0.1,-2.3,-2,-23,4.1,1.1
CCN(C(=O)COC(=O)CNC(=O)c1ccc2ccccc2c1)c1c(N)n(Cc2ccccc2)c(=O)[nH]c1=O,4,20,-1,1,.,-1.3,-5,-20,3.8,.
O=C(O)c1cccc(N/N=C/c2cn(-c3ccccc3)nc2-c2cccs2)c1,34,-7,-5,27,-3.3,-0.1,0,7,-2.5,-2.0
c1ccc(-c2cc3ncccc3cn2)cc1,64,20,1,22,0.1,-0.1,-16,-20,1.7,2.0
O=C1c2ccncc2C(=O)N1C1CCCCC1,3,6,2,2,2.7,-0.7,1,-6,2.8,-0.2
COc1cccc(S(=O)(=O)Nc2cccc(C(=O)N3CCCCCC3)c2)c1,-14,17,1,0,0.1,-2.7,-11,-18,1.7,-1.3
CC1CCCCN1C(=O)c1ccc(C(=O)Nc2ccc(F)cc2)cc1 (stereo not drawn),16,-22,1,1,-0.9,-0.9,4,22,4.0,2.2
CCOC(=O)C1CCN(Cc2ccc(OC)c(OCc3ccccc3)c2)CC1,.,2,-6,-1,-2.9,-1.3,-8,-2,-1.3,2.9
CCCC1=Nc2cc(C(=O)N3CCN(c4ccccn4)CC3)ccc2Sc2ccc(C)cc21,-16,-57,-2,2,-4.1,-3.2,13,57,1.4,1.3
COc1ccc(CNC(=O)c2ccc(CS(=O)(=O)c3ccc(C)cc3)o2)cc1,2,8,0,2,0.9,-3.1,2,-8,1.8,3.5
CCOc1ccc(S(=O)(=O)N2CCCC(C(=O)N3CCN(CC)CC3)C2)cc1Cl (stereo not drawn),1,.,-1,2,0.9,-2.0,-6,.,1.1,1.0
CC(Oc1ccc(Br)cc1)C(=O)N1CCc2ccccc21 (stereo not drawn),0,7,-3,.,0.2,-0.7,-2,-7,3.7,1.5
Cc1ccc(NC(=O)c2noc3c2CCCCC3)cc1C,47,4,.,.,0.1,-2.5,-3,-4,3.2,3.3
O=C(CNC(=O)c1ccco1)Nc1cc(Cl)ccc1N1CCOCC1,.,-8,3,-6,-0.7,-2.7,-1,8,2.1,1.6
O=C(CNC(=O)Cc1ccccc1)NCc1cccc(C(F)(F)F)c1,-1,-2,-5,-3,-0.9,-3.1,-21,2,-0.3,3.3
COc1cc2c(cc1NC(=O)c1cccc([N+](=O)[O-])c1)oc1ccccc12,-53,-63,13,.,-2.3,.,0,63,0.8,6.9
CC(=O)c1ccc(N2CCN(c3ccc(C(F)(F)F)cn3)CC2)cc1,6,-19,0,-12,-2.8,0.6,-3,19,-0.6,1.2
Cc1ccc2c(c1)CCCN2C(=O)c1ccco1,5,11,-5,.,-0.1,-2.4,-2,-11,3.2,-0.1
Cc1ccc(-c2ocnc2C(=O)N2CCN(C(=O)c3cccs3)CC2)cc1,.,.,-3,-1,1.1,-0.9,6,.,-0.1,6.2
Cc1ccc2cc(CCNC(=O)C(C)C)c(=O)[nH]c2c1,0,-8,.,-1,0.9,-0.3,2,8,-1.0,1.0
C=CC[C@@H](CC(=O)OC(C)(C)C)C(=O)OC[C@@H]1CCCN1C(=O)[C@@H](CC=C)CC(=O)N(CCO)Cc1ccccc1,4,-1,-1,-2,-1.8,-0.6,-1,1,3.1,-0.8
Cc1cc(C)nc(N(C#N)Cc2ccccc2Cl)n1,-2,-7,.,-3,0.6,-1.4,-5,7,3.9,-0.1
O=C(Cc1ccc(S(=O)(=O)N2CCCC2)s1)Nc1cccc([N+](=O)[O-])c1,-5,-17,2,4,-1.7,-1.4,2,17,1.9,-1.3
Cc1ccc2c(c1C)NC(=O)C21N2CCCC2C(C(=O)c2ccc3ccccc3c2)C12C(=O)Nc1ccccc12 (stereo not drawn),-2,24,-1,11,.,-1.8,14,-24,2.9,.
CCSc1nc2ccccc2c(=O)n1OCC(=O)OC,.,-26,-2,.,0.5,-1.9,7,26,1.9,4.8
Cc1ccccc1NC(C)C(=O)N/N=C/c1c[nH]c2ccccc12 (stereo not drawn),-4,-4,-1,-13,2.5,-0.3,-9,4,3.0,6.5
O=C(CSc1ccc(-c2ccco2)nn1)Nc1ccccc1F,10,3,-3,1,-0.1,-1.3,-8,-3,0.1,-0.1
CCOC(=O)CN1C(=O)C(=O)N(Cc2ccccc2)C1=O,-1,24,.,-1,-1.9,-0.4,-7,-24,1.3,0.3
CSc1nnc(Nc2ccccc2C)s1,.,7,-2,8,0.8,-1.8,1,-7,2.0,3.0
O=C(Nc1ccncc1)C1CCCN(S(=O)(=O)c2cccc3cccnc23)C1 (stereo not drawn),-15,-8,.,-4,-0.5,-0.7,-4,8,-1.7,4.1

Some entries already given with just SR-BI DiI-HDL act and E coli growth.
compound	SR-BI DiI-HDL act	E coli growth
CCN(C(=O)COC(=O)CNC(=O)c1ccc2ccccc2c1)c1c(N)n(Cc2ccccc2)c(=O)[nH]c1=O	20	.
O=C(O)c1cccc(N/N=C/c2cn(-c3ccccc3)nc2-c2cccs2)c1	-7	-3.3

(listing goes on)
structure,MITF TRPM1 HTS,SR-BI DiI-HDL act,CAL PDZ FP-1,Wnt act,E coli growth,CAL PDZ FP-2,Tat transport,SR-BI DiI inh,phage Ecoli inh,AddAB inh
NS(=O)(=O)c1ccc(NC(=O)CSc2ccccc2)cc1,-1,21,-4,12,-0.4,-2.9,-1,-21,2.6,-0.2
CN1CCN(C(=O)/C(=C/c2ccc([N+](=O)[O-])cc2)NC(=O)c2ccccc2)CC1,.,.,-2,3,-2.0,-1.2,-10,.,-0.7,1.6
O=Nc1c(O)n(Cc2cccc(C(F)(F)F)c2)c2ccccc12,-2,30,-6,4,1.9,-3.0,4,-30,5.0,0.1
CC(C)C(=O)c1cc2c(cc1NC(=O)c1cccs1)OCCO2,-15,-68,-2,.,-1.1,-3.5,2,68,3.4,0.7
C[C@]12CCC(=O)CC1=CCC1C3CC=C(C#N)[C@@]3(C)CC[C@@]12O (stereo partly drawn),-7,-2,-5,-3,-3.8,-1.8,-6,2,-2.1,-1.2
C#CCOCCOCCOCCNc1nc(N2CCN(C(=O)CCCCCCCCCCNC(=O)[C@@H](CCC(=O)O)n3cc(CCCCCN)nn3)CC2)nc(N2CCN(C(=O)CCCCCCCCCCNC(=O)[C@H](CO)n3cc(CCCSC)nn3)CC2)n1,7,-2,-1,.,-0.4,-1.8,18,2,.,6.4
COCc1ccc(C(=O)N2CCCC(N3CCN(c4ccc(F)cc4)CC3)C2)o1 (stereo not drawn),-7,-25,-2,1,-0.1,-2.5,1,25,0.2,-1.6
CCOC(=O)c1cnc2cc(-c3ccc(Br)cc3)nn2c1C,.,12,-5,6,0.2,17,2,-12,3.2,0.5
CCCc1nn(C)c(C(=O)Nc2cccc(C)c2)c1Cl,47,-4,-2,-1,1.1,-0.7,1,4,2.3,5.5
Cc1csc(SCC(=O)N2CCN(S(=O)(=O)c3ccc(Cl)cc3)CC2)n1,1,54,-1,.,-1.1,-2.6,3,-54,-0.5,1.2
Cc1cccc(OCCNc2cc(N3CCN(C)CC3)ccc2[N+](=O)[O-])c1,6,1,-2,.,-2.7,-2.7,4,-1,4.5,0.9
CCOC(=O)c1c(CSc2cccs2)n(C)c2cc(Br)c(O)c(CN(C)C)c12,13,-13,.,1,4.2,-1.0,7,13,1.9,1.2
Cc1cc(C)nc(NCC(O)CNc2ccccc2C)n1 (stereo not drawn),-9,6,62*,6,-2.4,-0.7,0,-6,0.1,-1.6
O=C(Nc1ccc2c(c1)CCCN2C(=O)c1cccs1)c1c(F)cccc1Cl,-1,-57,-2,-4,-1.6,-0.4,5,57,-1.3,2.5
COc1ccc(N2C(=O)C3ON(C4SC(=S)N(C)C4(C)C)C(c4ccc([N+](=O)[O-])cc4)C3C2=O)cc1 (stereo not drawn),0,.,-2,-3,0.5,-0.2,3,.,1.6,-0.9
O=C(Nc1ccccc1)N1CCC(n2c(=O)[nH]c3ccccc32)CC1,-1,3,.,-5,-0.6,-0.5,5,-3,0.1,1.7
Nc1nc(CN2CCC(Cc3ccccc3)CC2)nc(Nc2ccccc2)n1,.,15,1,.,-2.5,0.5,-1,-15,-0.1,-1.4
N/C(=N\OC(=O)COc1ccc(Br)cc1Cl)c1ccccn1,14,13,1,.,-5.7,0.2,7,-13,3.5,3.5
CC(=O)c1ccc(NC(=O)CCC(=O)OCC(=O)c2cccc([N+](=O)[O-])c2)cc1,-5,.,.,.,-2.3,-1.0,-15,.,.,5.6
Cc1ccc(NC(=O)C2CCCN(c3ncccn3)C2)cc1C (stereo not drawn),52,.,-2,11,1.0,-2.0,3,.,0.5,3.8
CC(=O)Nc1nc2c(C)cc(NC(=O)C3CCCCC3)cc2s1,.,.,-1,-1,1.0,-1.3,-3,.,1.8,3.4
NS(=O)(=O)c1ccc(N2N=C(c3ccccc3)CC2c2cccc(Cl)c2)cc1 (stereo not drawn),6,-46,-2,-2,1.4,-0.9,4,46,-1.2,2.2
COc1ccc(F)cc1S(=O)(=O)N1CCCN(S(=O)(=O)c2cc(F)ccc2OC)CC1,6,-7,-1,-6,-3.1,-2.0,-1,7,0.6,-1.8
CC(C)CCNC(=O)c1ccc(CS(=O)(=O)Cc2ccccc2F)o1,-14,.,12,1,-0.8,-1.1,3,.,1.5,-1.0

Assay outcomes (PubChem)
